Screens deposited in PubChem BioAssay by several laboratories.
Spn DPM-DC inh = inhibitors of Streptococcus pneumoniae diphosphomevalonate decarboxylase | purified DPM-DC, PK/LDH coupled NADH fluorescence | calls only at 10 µM | 65,000 tested, 0.49% active | AID 556;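 active = the 320 compounds with the highest percent inhibition in the single-dose primary screen, excluding strongly autofluorescent ones, cut at about 32% in these data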;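 note: kinetic rate of NADH fluorescence loss reporting ADP formed by the decarboxylase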
LYP inhibition = LYP phosphatase inhibitors, primary screen, biochemical, DiFMUP fluorescence, recombinant catalytic domain, 10 µM (AID 606) | recombinant LYP catalytic domain, DiFMUP fluorescence; higher % means a stronger effect | one-dose inhibition, % at 10 µM; IC50 in µM for titrated hits | 52,000 tested, under 10 active;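 active = IC50 under 40 µM in the dose-response test; inactive = IC50 of 40 µM or more, or never dose-tested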
TNAP inhibition = human TNAP enzyme inhibitors, biochemical, luminescent (AID 518) | purified TNAP enzyme, luminescent substrate readout; higher % means a stronger effect | inhibition, % at 20 µM; hits with a dose series show IC50 in µM | 64,000 tested, 0.09% active; in the data active = a potency from the dose series; inactive = the rest, 99 in 100 with inhibition below about 22%;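 note: plate controls were vehicle for no effect and reference inhibitor for full effect; many of its hits are not listed in these tables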
HPDE-C7 viability = cytotoxicity in HPDE-C7 cells, cell-based, fluorescence, HTS (AID 430) | HPDE-C7 pancreatic duct cells viability, fluorescence; higher % means a stronger effect | cytotoxicity, % at 10 µM, or EC50 in µM where a hit was titrated | 63,000 tested, 1.8% active;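 note: cells exposed to compound for 48 hours before viability readout; 0% = vehicle and 100% = reference cytotoxic drug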
Bfl-1 inhibitors = Bfl-1 inhibitors, primary screen, biochemical, fluorescence polarization, FITC-Bid, mouse (AID 432) | FITC-Bid BH3 peptide fluorescence polarization displacement; higher % means a stronger effect | one-dose displacement, % at 20 µM; IC50 in µM for titrated hits | 64,000 tested, 0.02% active; in the data active = a potency from the dose series; inactive = the rest, 99 in 100 with displacement below about 15%; note: strong numbers were not always called active
MK inhibit = blocks S. pneumoniae mevalonate kinase; purified MK, PK/LDH-coupled NADH absorbance 340 nm; 65,000 tested, 0.48% active; inhibition, % at 10 µM;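 active = ranked among the strongest by inhibition in the single 10 µM screen, a fixed top-ranked set picked for dose follow-up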; note: no value below 0 was filed
HT1080 cytotoxicity = cytotoxicity in HT1080 fibrosarcoma cells, cell-based, fluorescence readout (AID 620). HT1080 viability, fluorescence; higher % means a stronger effect. cytotoxicity, % at 10 µM; hits with a dose series show EC50 in µM. 87,000 tested, 0.42% active;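 note: cells exposed to compound overnight then 4 h with Alamar Blue; 0% = vehicle DMSO and 100% = killing control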
PMK inhibit = S. pneumoniae PMK inhibition | AID 539 | purified PMK, PK/LDH-coupled NADH absorbance 340 nm | inhibition, % at 10 µM | 65,000 tested, 0.49% active;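 active = top-ranked compounds by inhibition in the single 10 µM screen, taking a fixed number of the strongest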;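 note: 0% = full reaction with DMSO carrier and 100% = background rate without enzyme reaction; no value below 0 was filed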
KRASV12 cytotoxicity = viability loss of HPDE-C7K cells – cell-based, fluorescence, HTS, primary screen (AID 431) | cytotoxicity, % at 10 µM; hits with a dose series show EC50 in µM | 63,000 tested, 1.7% active | HPDE-C7K KRASV12 cells, Alamar Blue viability, 48 h; higher % means a stronger effect;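 active = compounds whose percent cytotoxicity in the single-dose primary screen, scaled between solvent and toxic-drug controls, exceeds 50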;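 note: 0% = DMSO solvent wells and 100% = doxorubicin-treated wells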
PMK inhibit pilot replicates = second read-out of PMK inhibit, no call of its own (marks repeat the call); inhibition, %; measured here: pilot screen replicates
MK inhibit pilot replicates = recorded beside MK inhibit, whose call it bears; inhibition, %; measured here: pilot screen replicates
Spn DPM-DC inh pilot screen % = recorded beside Spn DPM-DC inh, whose call it bears; inhibition, %; measured here: pilot screen trials
Active calls of the source: *; i = inactive; · = not tested or not shown. Cut-off read from the data, not from the text of the source, unless noted: active = cytotoxicity above about 50%; inactive = the rest. Rows were taken by chance, and some 3.5% of all compounds hit somewhere here.

SMILES	Spn DPM-DC inh	LYP inhibition	TNAP inhibition	HPDE-C7 viability	Bfl-1 inhibitors	MK inhibit	HT1080 cytotoxicity	PMK inhibit	KRASV12 cytotoxicity	others
O=C(Nc1ccc2c(c1)OCCO2)NC12CC3CC(CC(C3)C1)C2	i	4%	12%	1%	-14%	8	3%	2	12%
Cc1cc2n(n1)C(c1cn(-c3ccccc3)nc1C)Nc1ccccc1-2 (stereo not given)	i	·	1%	0%	-3%	10	-4%	4	0%
Cn1c(C(=O)NCCN2CCc3ccccc3C2)cc2c(=O)n(C)c3ccccc3c21	i	·	8%	9%	7%	8	-2%	3	18%
CCCCOc1cccc(C2(C(=O)O)CCCC2)c1	i	7%	5%	·	3%	4	-6%	14	·
Cc1ccccc1-c1nc(CS(=O)(=O)CC(=O)NCCCN2CCCC2=O)c(C)o1	i	6%	0%	-17%	-4%	3	1%	0	-16%
COc1cccc(C2/C(=C(\O)c3c(C)nc4c(C)cccn34)C(=O)C(=O)N2CCCN(C)C)c1 (stereo not given)	i	·	16%	-3%	1%	3	8%	0	5%
C=CCn1c(SCC(=O)NCc2ccco2)nc2sc3c(c2c1=O)CCC3	i	·	9%	-5%	-3%	10	-5%	14	1%
Cc1nc2cccc(C(=O)NCc3ccccc3)c2o1	i	-6%	3%	-21%	0%	7	3%	9	-14%
Cn1c(SCC(=O)N2c3ccccc3Sc3ccc(Cl)cc32)nnc1-c1ccco1	i	3%	11%	5%	-8%	8	12%	4	6%
COc1ccc(C2C=C(c3ccc(Br)s3)Nc3ncnn32)cc1OC (stereo not given)	i	-5%	5%	38%	80%	1	·	12	32%
Cc1ccc2c(c1)N(Cc1ccc3c(c1)OCO3)C(=O)C(C)O2 (stereo not given)	i	4%	6%	-8%	1%	0	1%	21	2%
CC1CCCC(C)N1C(=O)Nc1cccc(Cl)c1 (stereo not given)	i	6%	11%	6%	2%	14	-11%	11	-2%
Cc1ccc(-c2nnc(SCC(=O)N3CCCc4ccccc43)n2N)cc1	i	·	5%	11%	-5%	6	1%	19	0%
Cc1ccc2c(CC(=O)O)coc2c1	i	·	11%	-7%	1%	4	0%	13	-6%
CCC1(C)N(O)C(C)(C)C(c2ccc(OC)cc2)=[N+]1[O-] (stereo not given)	i	2%	14%	-8%	-6%	10	-1%	0	22%

A draw from above in order of SMILES length, smallest number first.
SMILES	Spn DPM-DC inh	LYP inhibition	TNAP inhibition	HPDE-C7 viability	Bfl-1 inhibitors	MK inhibit	HT1080 cytotoxicity	PMK inhibit	KRASV12 cytotoxicity	others
CCCCOc1cccc(C2(C(=O)O)CCCC2)c1	i	7%	5%	·	3%	4	-6%	14	·
COc1ccc(C2C=C(c3ccc(Br)s3)Nc3ncnn32)cc1OC (stereo not given)	i	-5%	5%	38%	80%	1	·	12	32%
C=CCn1c(SCC(=O)NCc2ccco2)nc2sc3c(c2c1=O)CCC3	i	·	9%	-5%	-3%	10	-5%	14	1%
Cc1ccccc1-c1nc(CS(=O)(=O)CC(=O)NCCCN2CCCC2=O)c(C)o1	i	6%	0%	-17%	-4%	3	1%	0	-16%

(continued)
SMILES	Spn DPM-DC inh	LYP inhibition	TNAP inhibition	HPDE-C7 viability	Bfl-1 inhibitors	MK inhibit	HT1080 cytotoxicity	PMK inhibit	KRASV12 cytotoxicity	others
COc1ccccc1-n1cnc2cc(C(=O)NCCCN3CCOCC3)ccc21	i	-6%	·	·	·	1	8%	14	·
O=C(CCNc1cc(Cl)cc(Cl)c1)c1ccco1	i	12%	15%	15%	-2%	6	-2%	0	29%
CCOC(=O)CC(=O)CSc1nnc2sc3ccccc3n12	i	-4%	12%	16%	1%	0	-2%	7	16%
Cc1ccccc1-c1n[nH]c(=S)o1	i	·	10%	-20%	1%	5	-8%	2	-23%
COc1ccc(N2CCN(C(=O)CC(NC(N)=O)c3cccc(Oc4ccccc4)c3)CC2)cc1 (stereo not given)	i	·	5%	5%	-5%	5	-13%	9	7%
COc1cccc(CSc2nc3sc(C)c(C)c3c(=O)n2Cc2ccco2)c1	i	4%	7%	·	-6%	7	-8%	3	·
CN1CCN(C(=O)Cn2c(=O)oc3cc(S(=O)(=O)NCc4ccccc4)ccc32)CC1	i	7%	7%	-12%	3%	9	0%	7	-3%
COc1ccc(CCNC(=O)c2ccn[nH]2)cc1OC	i	4%	6%	-15%	-4%	0	13%	6	-4%
Cc1nc2ccccc2nc1CSc1nncs1	i	7%	12%	3%	-2%	0	0%	0	16%
Cc1ccc(C)c2[nH]c(=O)c(CN(CCN3CCOCC3)Cc3nnnn3CC3CCCO3)cc12 (stereo not given)	i	·	3%	-3%	-6%	0	14%	7	3%
O=C(/C=N/O)NCCN1CCCCC1	i	6%	4%	3%	-4%	0	0%	9	0%
O=C(c1ccccc1-c1nc2ccccc2[nH]1)N1CCOCC1	i	-11%	7%	0%	2%	8	1%	8	2%
CC(C)Sc1nc(SCC(=O)NCc2ccco2)c2c3c(sc2n1)COC(C)(C)C3	i	7%	12%	24%	0%	10	-1%	0	0%
COc1ccccc1CNC(=O)CCn1c(=O)sc2ccccc21	i	9%	·	·	·	6	-8%	13	·
CC1(C)CC(=O)c2cc(OCC(=O)NCCN3CCCc4ccccc43)ccc2O1	·	13%	-2%	0%	-9%	0	4%	14	-8%
COc1ccc(S(=O)(=O)Nc2cccc(C)n2)c2ccccc12	i	·	14%	14%	-4%	0	6%	2	20%	PMK inhibit pilot replicates=6.0;MK inhibit pilot replicates=4.0;Spn DPM-DC inh pilot screen %=4.5
COC(=O)N1CN(C(=O)OC)CN(C(=O)OC)C1	i	5%	8%	·	-5%	11	-3%	8	·
O=C(Nc1cccnc1)c1cc(-c2cccs2)on1	i	10%	6%	14%	-5%	10	-4%	14	7%
COc1c(Cl)ccc(Cl)c1C(=O)NC(=O)N1CCOCC1	i	5%	9%	-8%	0%	13	1%	0	7%
COc1ccccc1NC(=O)CN1CCN(CC(=O)Nc2ccccc2F)CC1	i	·	9%	-14%	2%	0	-14%	8	-10%
CCOC(=O)N1CCN(C(=O)CCn2c(=S)[nH]c3cc(OCC)c(OCC)cc3c2=O)CC1	i	10%	-1%	1%	-1%	12	2%	7	-2%
Cn1c(=NC(=O)c2cnccn2)sc2ccccc21	i	4%	8%	2%	-3%	0	-3%	9	5%
CCOc1ccc(-n2c(=S)sc3c(=O)[nH]c(SCC(=O)NCc4ccco4)nc32)cc1	i	·	2%	3%	3%	0	9%	12	-4%
CC1(C)CC(=O)C(C=NCC(O)c2ccccc2)=C(O)C1 (stereo not given)	i	3%	5%	-14%	-10%	0	-8%	0	0%
CCOC(=O)c1ccccc1NC(=O)c1ccc(Cl)c(S(=O)(=O)N2CCOCC2)c1	i	1%	1%	7%	-14%	7	-2%	3	1%
COc1cccc(C(=O)Nc2cc(=O)n(C)c(=O)n2C)c1OC	i	17%	4%	8%	1%	0	-15%	15	1%
CCN1CCN(C(c2ccccc2)c2nnnn2CCc2ccc(OC)c(OC)c2)CC1 (stereo not given)	i	6%	0%	-6%	-8%	7	5%	0	-3%
CC(=O)c1cccc(NC(=O)C2CCCN2S(=O)(=O)c2cccc3cccnc23)c1 (stereo not given)	i	4%	-3%	-19%	2%	9	5%	4	-11%
O=C(NCc1ccco1)c1ccccc1NS(=O)(=O)c1cccs1	i	20%	6%	21%	-3%	9	11%	7	20%
Cc1ccsc1C(=O)OCC(=O)NCC1CCCO1 (stereo not given)	i	4%	3%	0%	-6%	0	-12%	13	-10%
NC(=O)CSc1nnc2n(-c3ccccc3)c(=O)c3c4c(sc3n12)CCCCC4	i	3%	12%	13%	-4%	4	4%	0	20%
O=C1CC(N2CCN(Cc3ccc4c(c3)OCO4)CC2)C(=O)N1CCc1ccccc1 (stereo not given)	i	11%	1%	12%	-4%	1	-2%	0	26%
O=C(CCC1CCCC1)Nc1ccon1	i	5%	5%	-6%	-7%	11	-4%	5	-6%
CCN1CCN(C(=O)c2ccc3c(=O)n(CCC4=CCCCC4)c(=O)[nH]c3c2)CC1	i	16%	21%	-6%	-1%	4	-11%	0	1%	PMK inhibit pilot replicates=2.5;MK inhibit pilot replicates=6.0;Spn DPM-DC inh pilot screen %=0.5
Cc1ccc(C)c(NC(=O)CSc2nnc([C@@H]3CCCN3C(=O)OC(C)(C)C)o2)c1	i	6%	8%	1%	-2%	8	1%	8	-12%
COc1ccccc1CNC(=O)c1cnc2sccn2c1=O	i	7%	4%	-6%	-2%	1	1%	6	1%
CC1CCCC(C)N1C(=O)Cn1c(SCC(=O)NCc2ccc3c(c2)OCO3)nc2ccccc21 (stereo not given)	i	8%	4%	-11%	-1%	9	-2%	0	-1%
CCCc1cc(=O)n2[nH]c(NCc3ccccc3F)nc2n1	i	13%	12%	-10%	-7%	13	-4%	10	-3%
CCOC(=O)c1nnn(-c2nc(N3CCCC3)nc(N3CCCC3)n2)c1-c1ccccc1	i	4%	8%	2%	-8%	0	13%	15	-5%
CCCN1C(=O)c2ccc(C(=O)NCc3ccco3)cc2C1=O	i	·	9%	1%	-2%	9	5%	3	-4%
CCN(c1ccccc1)S(=O)(=O)c1ccc2[nH]cc(C(=O)NCCOC)c(=O)c2c1	i	14%	5%	-25%	-4%	0	-4%	20	-6%
CC(=O)Nc1cccc(-c2nnc(SCc3ccccc3C#N)n2C)c1	i	5%	6%	-6%	-3%	13	0%	1	-8%
CCC(Sc1ccccn1)C(=O)Nc1nnc(C)s1 (stereo not given)	i	0%	10%	-9%	-6%	0	3%	8	-11%
COC(=O)c1ccccc1NC(=O)CSc1nnc(CNS(=O)(=O)c2ccc(C)cc2)n1C	i	14%	10%	-13%	-11%	0	-8%	7	2%
Cc1ccc(SCc2nc(-c3cccnc3)no2)cc1	i	12%	-1%	-12%	-1%	5	5%	8	-12%
CCn1c(SCC(=O)NC(=O)Nc2ccc3c(c2)OCCO3)nnc1-c1cccs1	i	·	-4%	-5%	-7%	0	-9%	24	-7%
CC(=O)NCCCCCCNC(C)=O	i	23%	18%	-8%	-4%	5	-6%	0	0%	PMK inhibit pilot replicates=6.0;MK inhibit pilot replicates=5.0;Spn DPM-DC inh pilot screen %=4.0
COC(=O)c1cccc(-n2nnnc2SCC(=O)Nc2cc(C)on2)c1	i	7%	17%	-6%	1%	4	4%	3	9%
CC1(C)CC(=O)C(Sc2nnc(-c3ccc(NS(C)(=O)=O)cc3)n2Cc2ccco2)C(=O)C1	i	·	7%	-4%	-3%	8	-4%	11	5%
Nc1nc(F)nc2c1ncn2[C@@H]1O[C@H](CO)[C@@H](O)[C@@H]1O	i	·	16%	13%	-5%	1	-2%	4	43%	PMK inhibit pilot replicates=1.0;MK inhibit pilot replicates=0.0;Spn DPM-DC inh pilot screen %=0.0
Cc1cc(C)nc(NC(=NCc2ccc3c(c2)OCO3)NC(=O)Nc2ccccc2)n1	i	8%	6%	-1%	-6%	5	6%	6	-7%
COc1cccc(OC)c1C(=O)N1CC(C)OC(C)C1 (stereo not given)	i	-12%	7%	8%	-5%	0	-1%	1	1%
